TNAP activators: stimulation of alkaline phosphatase TNAP activity – biochemical, luminescent, no phosphate acceptor, uHTS, primary screen (AID 1001); purified TNAP, luminescent activation assay, no phosphate acceptor; higher activation fold means a stronger effect; activation fold at 20 µM; hits with a dose series show EC50 in µM; 200,000 tested, 0.03% active; in the data active means activation fold from about 3, or a potency from the dose series; inactive means the rest, 99 in 100 with activation fold below about 1.6; further: many of its hits are not listed in these tables
NOD2 inhibition: inhibition of NOD2-driven NF-kB reporter – cell-based, luminescence, uHTS, HEK293 (AID 1566); HEK293 NOD2/NF-kB luciferase reporter, luminescence; higher % means a stronger effect; inhibition, % at 4 µM; hits with a dose series show EC50 in µM; 290,000 tested, 0.63% active; further: many of its hits are not listed in these tables
Yfh1-depleted yeast: enhancers of respiration in Yfh1-depleted yeast, dose response, Friedreich's ataxia, plus single-dose screen (AID 1465); S. cerevisiae Yfh1-off respiration, WST-1 reduction, 72 h; higher fold induction means a stronger effect; one-dose fold induction at 50 µM; EC50 in µM for titrated hits; 220,000 tested, 0.074% active;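 active means fold induction of absorbance versus untreated yeast above a set limit, then at least 30% activation at any dose in follow-up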;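 further: activators that raise dye reduction in frataxin-depleted yeast; strong numbers were not always called active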
NOD1 NF-kB reporter: NOD1 signaling inhibitors, primary screen, cell-based, luminescence, uHTS (AID 1578); 290,000 tested, 1% active; NOD1-driven NF-kB luciferase reporter cells, luminescence; higher % means a stronger effect; inhibition, % at 4 µM, or EC50 in µM where a hit was titrated; in the data active means inhibition mostly above about 36%, no sharp cut-off; inactive means mostly below about 34%;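 further: HEK-293T reporter cells stimulated with the NOD1 agonist gamma-tri-DAP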
KOR beta-arrestin-1: kappa opioid receptor blockers – cell-based, luminescence, uHTS (AID 1778); KOR beta-arrestin recruitment, luminescence, antagonist mode; higher % means a stronger effect; 290,000 tested, 0.091% active; inhibition, % at 10 µM, or IC50 in µM where a hit was titrated; further: strong numbers were not always called active
ER stress rescue: rescue of cells from ER stress-induced death, primary screen, 384-well, CSM14.1, thapsigargin, ATP luminescence (AID 1222). CSM14.1 thapsigargin-induced death rescue, ATP luminescence; higher % means a stronger effect. cellular ATP content (survival), % at 20 µM; hits with a dose series show EC50 in µM. 190,000 tested, under 10 active;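 active means EC50 below 50 µM in the dose-response confirmation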;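 further: death triggered by thapsigargin at about 15 µM added after 2 h compound pretreatment; cell ATP read after overnight thapsigargin exposure of roughly 18 to 22 hours; normalized against plate controls of thapsigargin alone and 5% DMSO vehicle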
KOR beta-arrestin-2: KOR agonists, beta-arrestin recruitment, primary screen, cell-based, luminescence, uHTS (AID 1777). KOR beta-arrestin recruitment, luminescence; higher % means a stronger effect. activation, % at 10 µM, or EC50 in µM where a hit was titrated. 280,000 tested, 0.02% active; in the data active means activation above about 50%, passing the limit was not always enough; further: a part of the inactive calls stands beside numbers as strong as those of hits
GPR55 beta-arrestin: GPR55 agonists via beta-arrestin recruitment, primary screen, imaging, U2OS cells, beta-arrestin-GFP redistribution (AID 1961) | U2OS GPR55 beta-arrestin-GFP redistribution imaging; higher % means a stronger effect | activation, % at 10 µM; hits with a dose series show EC50 in µM | 290,000 tested, 0.048% active;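 active means activation above 40% with more than 50 cells counted in the well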;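 further: U2OS osteosarcoma cells stably expressing GPR55 and beta-arrestin-GFP; plate controls were DMSO negative control for no effect and LPI positive control for full effect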
NTR1 ag: NTR1-driven beta-arrestin-GFP spot formation – imaging, U2OS cells, high content, primary screen (AID 493036) | agonist mode | activation, % at 20 µM | 330,000 tested, 0.17% active;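 active means activation at or above 40% of the spot to cytoplasm intensity ratio, with at least 20 cells analyzed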;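 further: 0% = DMSO without peptide and 100% = 100 nM NTR1 peptide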
Target sequence (P30989 whole entry, looked up): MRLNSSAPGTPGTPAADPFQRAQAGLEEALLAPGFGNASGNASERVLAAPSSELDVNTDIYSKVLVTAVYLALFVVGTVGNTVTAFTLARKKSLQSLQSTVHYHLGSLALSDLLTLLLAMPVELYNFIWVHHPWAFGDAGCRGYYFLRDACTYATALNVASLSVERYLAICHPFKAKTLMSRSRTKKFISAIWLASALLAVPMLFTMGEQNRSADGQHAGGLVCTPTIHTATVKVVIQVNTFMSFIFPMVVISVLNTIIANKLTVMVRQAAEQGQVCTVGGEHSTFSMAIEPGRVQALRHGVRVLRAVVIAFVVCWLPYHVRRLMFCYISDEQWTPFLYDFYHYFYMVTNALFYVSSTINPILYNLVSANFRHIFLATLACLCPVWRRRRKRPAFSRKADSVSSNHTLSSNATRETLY
NTR1 ag cell count 20 µM: also measured in NTR1 ag; calls as there; cell count; measured here: cell count, cytotoxicity flag
The depositor's hits bear a star; i = inactive; . = no result given; & = joins results of further samples; [ ] = another dose, or the depositor's remark. Unless noted, no stated cut-off is given here; in the data, active means inhibition above about 50%; inactive means the rest.

Results follow in this order: TNAP activators, NOD2 inhibition, Yfh1-depleted yeast, NOD1 NF-kB reporter, KOR beta-arrestin-1, ER stress rescue, KOR beta-arrestin-2, GPR55 beta-arrestin, NTR1 ag, NTR1 ag cell count 20 µM
O=C(COc1ccccc1)N=C1SC2CS(=O)(=O)CC2N1CCc1ccccc1 (stereo not drawn)
    ., -6%, ., -47%, -32%, ., -5.2%, 0.1%, 1.6, 67
C=CCOc1ccccc1CNc1ccccc1C
    1.1, 22%, i, -18%, 27%, 1.2%, 2.9%, -0.3%, 2.3, 46
COCCOC(=O)C1=C(C)NC2=C(C(=O)CC(C)(C)C2)C1c1ccc2c(c1)OCO2 (stereo not drawn)
    1.2, 5%, i, 6%, 13%, 1.6%, -6.0%, -0.2%, 0.2, 61
C1COCCNCCOCCOCCN1
    1.1, 10%, i, 4%, -8%, 0.2%, -0.3%, -0.2%, -1.9, 48
COCCNc1ncnc2c1[nH]c1ccccc12
    ., 17%, i, 1%, -9%, ., -0.8%, 0.2%, 0.2, 50
COc1cccc(CC2(CO)CCN(Cc3cccn3-c3cccnc3)CC2)c1
    1, 25%, i, -26%, 28%[20 µM], -1.1%, ., -0.1%, 0.7, 42
CCOc1ccccc1NS(=O)(=O)c1c[nH]c(C(=O)OC)c1
    ., 10%, ., -26%, 3%[20 µM], ., -0.9%, -0.1%, -3.4, 59
O=C(Cc1ccc(Cl)cc1)NCC(=O)N1CCN(Cc2ccccc2)CC1
    ., 0%, ., -35%, 7%, ., -3.3%, 0.4%, -0.6, 55
COc1ccc(NC(=O)C(=O)N/N=C(\C)CC(=O)Nc2ccccn2)c(OC)c1
    ., 20%, i, -1%, 8%, ., -3.6%, -0.1%, -0.2, 37
CCN(Cc1ccccc1)S(=O)(=O)c1ccc(S(=O)(=O)N2CCN(C)CC2)cc1
    1, 0%, i, 4%, 14%, -1.0%, -4.5%, 0.0%, 1.2, 62
CCc1cc(=O)oc2cc(C)cc(O)c12
    1.1, 23%, i, 28%, -25%, 0.3%, -1.3%, 0.2%, 1.0, 61
CCCCC(=O)Nc1ccc(C(=O)Nc2ccc(S(=O)(=O)Nc3nccc(C)n3)cc2)cc1
    1.1, 10%, i, -2%, -10%, 0.1%, 3.4%, 0.9%, 1.3, 41
Cc1nn(Cc2noc(C(=O)NCC3CCCO3)n2)c(C)c1Br (stereo not drawn)
    ., 1%, ., -2%, -26%, ., 2.9%, -0.1%, 1.4, 52
Cc1cc(C)c2c(c1)/C(=N/NC(=S)Nc1ccc(F)cc1)CCC2
    1, -10%, i, -32%, 21%, -4.7%, 9.6%, -0.2%, 3.8, 55
C#Cc1cccc(-n2nnc(C(=O)OC)c2-c2ccccc2)c1
    ., 9%, ., -1%, 17%, ., 1.6%, 0.3%, 1.7, 50
CC(=O)c1ccc(S(=O)(=O)N2CCC(c3nnc(SCCN4CCCC4)n3C)CC2)cc1
    ., -7%, ., -7%, 6%, ., 0.4%, -0.2%, 1.2, 48
O=C(O)C1CCCCC1C(=O)Nc1ccccc1F (stereo not drawn)
    1.1, 14%, i, 1%, -26%, ., -3.3%, -0.1%, -1.6, 59
O=C(Nc1ccccc1C(=O)NCCCN1CCOCC1)c1cccc([N+](=O)[O-])c1
    ., 13%, ., -10%, 12%, ., -4.2%, -0.1%, 0.8, 64
c1ccc(COC2CCCN(Cc3nc(-c4cnccn4)no3)C2)nc1 (stereo not drawn)
    1.1, -12%, i, -8%, -38%, -1.4%, -2.2%, 0.1%, -0.5, 72
O=C(c1cccc(C(F)(F)F)c1)C1CCCN(C(=O)CN2CCOC2=O)C1 (stereo not drawn)
    ., -3%, ., 0%, 4%, ., -1.9%, 0.6%, -0.4, 69
COc1ccc(Cl)cc1NC(=S)Nc1ccccc1F
    0.9, 4%, i, -7%, -58%[20 µM], -2.2%, -2.2%, -0.1%, -0.5, 81
CCCSc1nc2c(c(=O)[nH]c(=O)n2C)n1CC(O)COc1ccccc1 (stereo not drawn)
    ., 23%, i, -3%, 5%, ., -0.3%, -0.1%, 8.5, 45
CS(=O)(=O)n1nc(-c2ccco2)nc1N
    1, 13%, i, -13%, -30%[20 µM], -1.6%, -7.1%, -0.1%, -0.5, 36
N=c1c2c(-c3ccccc3)c(-c3ccccc3)n(Cc3ccccc3)c2ncn1CCO
    1, 12%, i, 5%, -25%, -9.4%, 5.2%, -0.1%, 32, 76
CCOC(=O)N1CCC(N2Cc3cccc(C(=O)N4CCN(C5CCCCC5)CC4)c3C2=O)CC1
    1.2, 12%, i, 2%, 6%, -1.0%, 3.3%, -0.2%, 0.5, 88
CCN(CC)C(=O)Cn1c(=O)n(CC(=O)N2CCCCC2)c(=O)c2sccc21
    ., 7%, ., -5%, 18%, ., 2.8%, -0.1%, 0.3, 54
COc1ccc(C)cc1S(=O)(=O)NCCN1CCOCC1
    ., 20%, ., 10%, 40%, ., -4.2%, -0.1%, -2.2, 90
COc1ccc(/C(C)=N/NC(=O)CNC(=O)c2ccncc2)c(OC)c1
    ., -1%, ., -15%, -51%, ., -3.8%, -0.2%, -0.5, 46
S=C(NCCc1ccc(Cl)cc1)NCc1ccco1
    1.2, -3%, i, -20%, 5%, -0.4%, -4.1%, -0.4%, 1.4, 36
S=C(Nc1ccccc1)N1CCCCCCC1
    1.1, -6%, i, -45%, -17%, -1.4%, -0.9%, 0.5%, 0.6, 35
Cc1cc(F)ccc1S(=O)(=O)N1CCCOC1CNC(=O)C(=O)NCc1ccncc1 (stereo not drawn)
    ., 1%, ., -4%, -4%, ., -1.0%, -0.1%, 0.5, 68
O=C1c2ccccc2C(=O)N1CCCCN(C(=O)c1ccco1)c1ccc(Cl)cc1
    1, -9%, i, -31%, -22%, 1.1%, 14%, -0.1%, 3.0, 50
CC(C)CC(=O)Nc1c2c(nn1-c1ccc(F)cc1)CS(=O)(=O)C2
    ., 7%, ., -18%, 12%, ., -0.5%, 0.0%, -0.5, 39
O=C(CCc1ccccc1)NC1CCCc2ccccc21 (stereo not drawn)
    ., 12%, ., -4%, -23%, ., 5.2%, -0.1%, 0.0, 42
Cc1ccnc(NC(c2ccsc2)c2ccc3ccc(C)nc3c2O)c1 (stereo not drawn)
    1.6, 14%, i, 10%, -22%[20 µM], 1.5%, -3.8%, -0.1%, 7.0, 38
Cc1ccc(S(=O)(=O)NC(C(=O)Oc2ccc3ccc(=O)oc3c2)c2ccccc2)cc1 (stereo not drawn)
    1.1, 5%, i, -22%, -14%, 6.6%, 5.1%, -0.4%, 0.2, 53
COc1ccc(-c2ncncc2-c2ccccc2)c(O)c1
    ., 22%, ., 8%, 5%, ., 2.9%, -0.2%, 0.0, 91
Cc1c(NC(=O)c2ccc(Br)o2)c(=O)n(-c2ccccc2)n1C
    1.1, 15%, i, 13%, -43%, ., -1.1%, -0.1%, -1.3, 53
COc1ccc(-c2cc(C)no2)cc1S(=O)(=O)N1CCN(C(=O)c2ccco2)CC1
    ., 48%, ., -3%, -12%, ., 4.7%, -0.1%, 0.4, 76
CCC(Sc1nc2cc(OC)c(OC)cc2c(=O)n1Cc1ccc(OC)cc1)C(=O)NCCOC (stereo not drawn)
    1.2, 1%, i, -24%, -16%, -1.3%, 2.2%, 0.6%, -0.1, 58
O=C(O)/C(=C\c1cccc(OCc2ccccc2)c1)c1ccc(F)cc1
    ., 9%, ., 0%, 1%, ., 2.8%, -0.1%, 3.6, 47
O=C1CCCN1CCCNc1ccc2nnc(CCC(=O)N3CCN(c4ccc(F)cc4)CC3)n2n1
    ., 9%, ., 3%, 3%, ., -0.7%, -0.2%, 0.1, 61
O=C(N[C@@H](Cc1ccc(Br)cc1)C(=O)O)OCC1c2ccccc2-c2ccccc21
    ., -23%, ., 14%, -82%[20 µM], ., ., -0.2%, -0.7, 87
N/C(=N\OC(=O)COc1ccc(Br)cc1)c1ccncc1
    1, -20%, i, -49%, 7%, -1.1%, -1.4%, -0.2%, 2.5, 67
CC1(CC(=O)N/N=C/c2ccc(OCc3ccc(Cl)cc3Cl)cc2)OCCCO1
    1, -44%, i, 9%, -22%, -0.5%, 6.4%, 0.3%, 5.7, 50
S=C(c1ccc(-c2cc(Cl)ccc2Cl)o1)N1CCCCC1
    1.1, -19%, i, 20%, -18%, -3.1%, 2.2%, 19%, 1.0, 53
CCC1CCC(C(=O)NC(CCSC)C(=O)NCCc2ccc(S(N)(=O)=O)cc2)CC1 (stereo not drawn)
    ., -9%, ., -3%, -17%, ., -0.8%, -0.1%, -1.3, 45
O=C(Nc1ccccc1Cl)N1CCN(c2ccccn2)CC1
    1.1, 18%, i, -3%, 17%, -1.5%, -5.9%, 0.2%, 0.4, 81
Cc1ccc(N2CC(C(=O)Nc3ccccc3C(=O)N3CCOCC3)CC2=O)cc1 (stereo not drawn)
    ., -9%, ., -42%, -32%, ., 1.4%, 0.2%, 0.7, 74
O=C(C(Sc1ccccc1)c1ccccc1)N1CCN(c2ccccc2)CC1 (stereo not drawn)
    1.1, -12%, i, 3%, 36%, -2.9%, -1.3%, -0.5%, 12, 66
Nc1ccc(C(=O)N(CCO)CCO)cc1
    1.1, 20%, i, -11%, -9%[20 µM], -1.1%, -7.4%, 0.2%, -0.2, 36
C[C@H](CCC(=O)NCC(=O)O)[C@H]1CC[C@H]2[C@@H]3[C@H](O)C[C@@H]4C[C@H](O)CC[C@]4(C)[C@H]3C[C@H](O)[C@]12C
    ., 7%, ., -13%, -14%[20 µM], ., -6.5%, -0.1%, -0.1&0.6&1.5, 44&65&64
CCN(CC)S(=O)(=O)c1ccc(C(=O)NCc2n[nH]c(=S)n2-c2ccccc2OC)cc1
    1, 6%, i, -13%, -11%, 0.2%, 3.3%, -0.2%, 0.2, 66
Cc1ccc(-n2c(-c3ccccc3)c[n+]3c2CCc2ccccc2-3)c(C)c1
    1.1, 56%*, i, 66%*, -2%, 1.2%, 11%, -0.3%, 6.2, 50
COc1cccc(-c2csc3nc[nH]c(=O)c23)c1
    1.1, 9%, i, 8%, -23%, -2.3%, -2.8%, -0.1%, -1.2, 82
CCOC(=O)C1CCCCN1Cc1cn(C)nc1-c1ccccc1F (stereo not drawn)
    ., 7%, i, -2%, 19%, ., -1.4%, 0.6%, -1.1, 65
Cc1ccc(NC(=O)c2ccn(C(=O)Nc3ccccc3)n2)c(C)c1
    1.1, -23%, i, -38%, -24%, -1.5%, 5.6%, 0.5%, 0.9, 37
COCCNC(=O)c1cc2sc3ccccc3c2s1
    1.1, -107%, i, ., 8%, -2.2%, -0.7%, 0.1%, -1.5, 64
COc1ccc(Nc2cc(C(=O)NCc3ccco3)c3ccccc3n2)cc1
    1.1, 11%, i, 3%, -75%, -3.3%, -3.6%, 0.9%, 0.1, 74
O=C(NC(Cc1ccccc1)C(=O)O)c1ccc(S(=O)(=O)N2CCCC2)cc1 (stereo not drawn)
    1.1, -3%, i, 7%, -10%, 0.3%, 1.1%, 0.1%, -1.5, 52
Cc1cc(NC(=O)CCC(=O)N(CC(=O)NC2CCCC2)c2ccc(F)cc2)no1
    ., 7%, ., -35%, 22%, ., -3.1%, -0.1%, -0.2, 38

Assay outcomes: PubChem BioAssay, several laboratories

Only part of the results is shown; the hit share may differ from the screen's.
